# Screening data deposited in PubChem by several laboratories.
# 5-HT1A blocker = 5-HT1a (human) receptor antagonism. P08908. CHO 5-HT1a Ga15 NFAT-bla reporter, antagonist mode. inhibition, % at 10 µM. 0.68% of 62,000 active. AID 612;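 active means inhibition above the mean of all tested compounds plus 3 SD, cut at about 43% in these data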;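 further: receptor stimulated by 5-CT agonist at 100 nM near EC80; beta-lactamase reporter measured by ratiometric fluorescence of a cleavable substrate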
# Target sequence (P08908 whole entry, looked up): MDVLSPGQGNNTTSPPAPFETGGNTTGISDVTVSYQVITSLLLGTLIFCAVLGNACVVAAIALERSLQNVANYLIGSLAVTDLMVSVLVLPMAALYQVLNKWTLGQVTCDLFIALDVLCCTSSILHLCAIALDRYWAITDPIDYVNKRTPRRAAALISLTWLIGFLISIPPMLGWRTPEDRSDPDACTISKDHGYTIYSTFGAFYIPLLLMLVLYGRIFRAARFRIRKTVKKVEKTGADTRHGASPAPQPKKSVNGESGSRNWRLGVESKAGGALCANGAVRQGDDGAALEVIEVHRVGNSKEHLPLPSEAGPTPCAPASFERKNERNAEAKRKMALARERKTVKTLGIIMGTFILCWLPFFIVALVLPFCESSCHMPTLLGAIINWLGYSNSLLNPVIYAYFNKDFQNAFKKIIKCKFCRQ
# S1P3 ag = activates the human S1P3 receptor | 0.1% of 60,000 active | AID 373 | activation, % at 4.5 µM | S1P3 NFAT-BLA reporter cells, agonism, FRET ratio; relative to 1 µM S1P, basal subtracted | Q99500;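 active means activation above the screen-wide mean plus 3 SD, cut at about 4.5% in these data, passing the limit was not always enough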; further: some compounds called inactive have numbers as strong as hits
#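 Assay system: stable CHO line with human S1P3, Gα16, NFAT-BLA reporter; Detection: FRET β-lactamase substrate fluorescence, excitation 405 nm, 460/535 nm emission ratio, background-subtracted; Read-out: percent activation versus median 1 µM S1P response, basal-subtracted, per plate; Incubation: cells plated overnight, compound 4 h 37 °C, substrate 2 h RT.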
# S1P1 ag-PAM = activates or potentiates agonism at human S1P1 receptor. S1P1 CRE-bla cells, forskolin, beta-lactamase FRET, potentiator mode; S1P1 agonist co-added at EC20, 2 nM; 100% = saturating reference agonist, 0% = basal. 0.57% of 56,000 active. AID 449. activation, % at 9.5 µM;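 active means activation above a cutoff set at the mean activation of all tested compounds plus 3 SD, cut at about 54% in these data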;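 further: forskolin at 4 µM as EC80 and the EC20 agonist is SEW2871; 100% = SEW2871 at its EC100 plus forskolin at EC80; some compounds past the cut are filed as inactive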
# M1 ag = M1 muscarinic receptor agonism. B-score at 10 µM. CHO-M1 cells, Fluo-4 calcium fluorescence, agonist mode; stronger effect = higher value. 3% of 64,000 active;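 active means fluorescence rise, raw or as B-score row- and column-corrected plate score, outside the 99.7% band of its plate's samples, either direction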
# HTR1E agonist = activates the human 5-HT1E serotonin receptor | AID 574 | P28566 | activation, % at 6 µM | 0.69% of 65,000 active | CHO 5-HT1E Ga15 NFAT-bla reporter, FRET; 0% DMSO wells, 100% control agonist wells;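 active means activation above a set limit, the screen-wide mean activation plus 3 SD, cut at about 8.5% in these data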;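 further: 100% = positive control agonist at 1 µM giving full maximal response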
# Target sequence (P28566 whole entry, looked up): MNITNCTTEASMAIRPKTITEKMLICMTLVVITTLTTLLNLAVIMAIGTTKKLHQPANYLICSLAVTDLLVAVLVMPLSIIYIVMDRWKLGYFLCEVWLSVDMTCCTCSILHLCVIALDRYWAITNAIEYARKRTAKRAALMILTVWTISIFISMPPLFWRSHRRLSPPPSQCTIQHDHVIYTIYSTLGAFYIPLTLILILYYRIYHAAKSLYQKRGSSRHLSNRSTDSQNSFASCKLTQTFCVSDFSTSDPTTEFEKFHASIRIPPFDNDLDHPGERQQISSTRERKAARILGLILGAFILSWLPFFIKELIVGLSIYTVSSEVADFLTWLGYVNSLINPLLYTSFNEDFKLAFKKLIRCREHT
# HTR1A agonist = activates the human 5-HT1a serotonin receptor; activation, % at 10 µM; AID 567; 0.56% of 65,000 active; P08908; CHO 5-HT1a Ga15 NFAT-bla reporter, FRET ratio; 0% basal, 100% maximal reference agonist;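 active means activation above the screen-wide mean activation plus 3 SD, cut at about 19% in these data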;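 further: 0% = DMSO wells and 100% = 5-CT at EC100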
# M1 antagonist = M1 muscarinic receptor (rat) antagonism | B-score at 10 µM | CHO-M1 cells, Fluo-4 calcium, ACh EC80 antagonist mode; stronger effect = lower value | 3.4% of 64,000 active | AID 628;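 active means calcium fluorescence response, raw or row-and-column corrected B-score, differing from the plate sample mean either way at a set confidence level, mostly lower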
# HTR1E antagonist = antagonists of human 5-HT1E serotonin receptor | CHO 5-HT1E Ga15 NFAT-bla reporter, FRET, antagonist | inhibition, % at 6 µM | 0.99% of 65,000 active | AID 571;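 active means inhibition above a set limit, the mean inhibition across every tested compound plus 3 SD, cut at about 29% in these data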;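 further: signal is the 460 over 535 nm emission ratio of beta-lactamase substrate; 0% = agonist plus DMSO wells and 100% = wells without agonist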
# Jurkat viability = cytotoxicity toward Jurkat cells; Jurkat E6.1 viability, ATP luminescence, 48 h; inhibition, % at 4 µM; 1.2% of 56,000 active; AID 463;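 active means inhibition above the mean inhibition of all tested compounds plus 3 SD, cut at about 28% in these data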
# Numbers without * were called inactive; nt = not tested or not shown.
# Sequence of screens: 5-HT1A blocker	S1P3 ag	S1P1 ag-PAM	M1 ag	HTR1E agonist	HTR1A agonist	M1 antagonist	HTR1E antagonist	Jurkat viability
Cc1ccc(C)n1CCN1CCN(C(=O)CSc2nc3ccccc3nc2N2CCOCC2)CC1
  -11	-1.0	6	0.9	0.0	-1.2	-1.9	2	3
COc1cc(C)c(-c2cc(C(=O)O)c(C)o2)cc1C(C)C
  0	-0.9	-9	0.078	-1.1	-0.7	-0.21	-2	4
O=C(CSc1nnc2scc(-c3ccccc3)n12)Nc1ccc2c(c1)OCCO2
  -6	-0.9	nt	-0.37	0.8	2.7	-0.55	12	2
Cc1ccc(CN(C(=O)Cn2nnc3ccccc32)C(C(=O)NCc2ccco2)c2cccs2)cc1 (configuration not stated)
  38	-0.4	35	-0.39	-0.5	0.7	-0.032	-10	0
COc1ccc(N2C(=O)CCC(C(=O)NCc3ccccn3)C2c2ccc(OC)c(OC)c2)cc1 (configuration not stated)
  -2	nt	nt	-0.26	-0.8	-1.7	0.46	6	nt
COc1ccc(S(=O)(=O)NCC(c2cccnc2)N2CCN(c3ccccc3)CC2)cc1C (configuration not stated)
  -7	nt	nt	1.6	-0.3	2.1	0.22	1	nt
CN(CC(=O)N1CCc2ccccc21)S(=O)(=O)c1cccc2cccnc12
  14	-0.7	-2	0.4	-0.2	-0.1	-1.6	-1	-2
CC(=O)Nc1ccc(Oc2nc(C)cc(C)n2)cc1
  -5	-0.9	-46	1.9	0.5	-1.7	0	-7	6
O=C(NCCc1ccc(Cl)cc1)C1CCN(S(=O)(=O)N2CCC3(CC2)OCCO3)CC1
  -6	1.3	-2	-0.52	1.6	-1.4	0.046	5	0
O=C(Cn1cc(C(=S)N2CCOCC2)c2ccccc21)N1CCOCC1
  14	-0.6	2	-0.27	0.0	-0.6	0.11	-2	6
O=C(CCCN1C(=O)c2ccccc2C1=O)Nc1ccccn1
  -4	-0.7	nt	-0.23	1.1	0.0	-0.19	-1	0
COc1ccc(OCCC(=O)N2CCCCC2)cc1
  1	-0.6	nt	-0.11	-0.4	-0.1	0.57	2	-3
O=C(c1ccc(C23CC4CC(CC(C4)C2)C3)o1)N1CCOCC1
  -4	-1.0	-27	-0.51	0.0	-0.5	0	-3	-1
CCOC(=O)c1[nH]cnc1C(=O)NC1CCCCC1
  -10	nt	nt	-0.013	0.7	-0.6	0.35	2	nt
Nc1cc(N)c(OCC(F)(F)F)cc1OCC(F)(F)F
  -5	-0.1	-8	-0.027	0.7	-0.3	0.55	1	3
COc1ccc(F)cc1S(=O)(=O)NC(Cc1ccccc1)C(N)=O (configuration not stated)
  5	-1.3	-6	-0.72	0.0	-0.3	-0.019	0	-2
O=C(c1cc(-c2cccc(O)c2)on1)N1CCN(C(c2ccccc2)c2ccccc2)CC1
  31	-0.3	51	0.046	0.9	0.8	-0.084	-9	4
COc1ccc(CCNC(=O)CSc2nnc(CNc3ccc(Cl)cc3)o2)cc1OC
  18	-0.3	22	-2.2*	-0.7	0.0	0.015	15	7
CCOC(=O)N1CCN(C(=O)CSc2nnc(-c3ccc(C)c(C)c3)o2)CC1
  -4	-0.8	-17	0.0053	1.3	1.4	-0.49	10	5
O=C(CCN1CCN(c2ccccn2)CC1)Nc1ccc(F)cc1
  18	0.5	-36	-1.1	0.1	29*	-0.37	-8	-2
CCOC(=O)c1cc2sccc2n1CC(=O)Nc1ccc(OC)cc1OC
  12	0.1	-4	1.6	0.6	-1.8	-0.049	5	2
CCOc1ccccc1NC(=O)CSc1ccccc1
  2	nt	nt	0.68	-0.8	0.0	-0.7	0	nt
Cc1oc(-c2ccccc2Cl)nc1CSCC(=O)NC1CC1
  10	-0.3	18	-0.47	0.3	-1.7	-0.056	0	-1
COc1ccc(C(CC(=O)O)NC(=O)c2ccccc2)cc1OC (configuration not stated)
  -5	0.5	-23	0.1	0.6	9.2	0.038	-12	2
CCOc1ccc2nc(COC(=O)c3ccco3)c(C(C)=O)[n+]([O-])c2c1
  -3	-1.7	-16	1	0.8	13	0.09	1	-5
COc1ccc(OC)c(N(CC(=O)Nc2ccccc2)S(C)(=O)=O)c1
  11	-0.6	3	0.049	-0.3	-1.5	-0.007	-10	0
C=CCOC(=O)N1CCN(c2cccc(C(F)(F)F)c2)CC1
  -8	-0.7	8	-0.0007	0.3	-1.7	-0.31	3	-1
COc1ccc(-c2csc(N(CCCN(C)C)C(=O)c3cccs3)n2)cc1
  5	0.6	-7	27*	0.4	-2.6	-9.5*	-4	1
COc1cccc(NC(=O)CN2CCN(c3ccccc3F)CC2)c1
  5	-1.3	-8	0.038	-0.3	-1.4	-1.3	7	-1
Cc1ncc(CC(=O)n2cc(C(=O)c3cc(Cl)ccc3O)cn2)s1
  13	nt	nt	-0.14	-0.7	0.2	-0.17	10	nt
CCC(=O)Nc1cc2c(cc1C(C)=O)OCCO2
  -9	nt	nt	-0.54	1.1	-0.6	0.74	-5	nt
O=C(Nc1ccc(S(=O)(=O)N2CCc3ccccc32)cc1)c1ccco1
  12	-0.6	18	-0.13	-0.2	1.2	-0.4	1	11
COCCNC(=O)C(c1ccccc1)N(C(=O)Cn1nnc2ccccc21)c1cccnc1 (configuration not stated)
  -12	0.2	-1	0.15	-1.0	-2.4	-0.45	6	-3
Cc1ccc(Cn2nnc3c(=O)[nH]c(C4CCN(S(=O)(=O)c5cc(C)ccc5C)CC4)nc32)cc1
  -12	0.1	10	-0.0078	0.8	1.6	0.83	-11	-7
COc1ccccc1-c1cc(C(=O)NCCN2CCOCC2)no1
  0	-0.1	-18	-1.2	-1.0	-3.9	0.011	16	6
CC(C)(C)NC(=O)CSc1nncn1NCc1ccccc1
  -71	-0.7	-16	0.54	-0.1	-2.5	0.37	-5	-2
N#CCCNCC1(c2ccccc2)CCCC1
  -3	0.2	-12	-0.085	-1.2	-1.7	0.42	-2	-6
COc1ccc(Cl)cc1C(=O)Nn1cnc2ccccc2c1=O
  -7	0.2	-35	-0.034	0.2	-2.6	0.17	-8	-3
COC(=O)c1cc(COc2ccc3oc(C)c(C(=O)OC)c3c2)c(C)o1
  5	-1.4	-24	0.41	0.1	-1.1	0.75	13	0
CSc1nc2nc(-c3ccccc3)cc(C(F)(F)F)n2n1
  -4	-0.9	nt	1.3	0.7	-0.2	0.26	10	6
CCC(=O)Nc1ccc(C(=O)Nc2ccc3c(c2)C(=O)N(CC2CCCO2)C3=O)cc1 (configuration not stated)
  -5	-1.1	0	0.81	0.5	-3.1	-0.43	4	-3
O=C(O)C1CC=CCC1C(=O)Nc1cc(Cl)ccc1Cl (configuration not stated)
  -8	-0.2	3	0.3	1.3	2.7	-0.92	-9	-8
COc1ccccc1OCc1nnc(SCC(=O)N2CCCCC2)n1-c1ccccc1
  -15	0.8	0	0.096	-0.2	-1.1	-1.6	4	0
COCCNC(=O)C1c2ccccc2C(=O)N(CCOC)C1c1ccc(F)cc1 (configuration not stated)
  -2	nt	nt	-0.19	-0.9	0.2	0.023	0	nt
Cc1cc(N/C(=N\S(=O)(=O)c2ccc(Cl)cc2)c2ccc(F)cc2)no1
  -2	0.3	0	0.78	0.3	-2.4	0.21	9	1
CC(Oc1ccc2c(-c3ccccc3)cc(=O)oc2c1)C(=O)O (configuration not stated)
  0	-0.1	17	0.87	-0.1	-1.7	1.4	10	1
CCCCOc1ccc(-c2ncc(C(=O)OCC)c(N)n2)cc1
  -10	-0.7	44	-0.43	-0.5	-0.6	0.016	7	2
C[C@H](C(=O)C=[N+]=[N-])N1C(=O)c2ccccc2C1=O
  -8	-1.4	27	0.00053	0.5	-5.2	-0.11	-1	-3
CC1=Nn2c(nnc2C2CCCCC2)SC1
  1	-0.5	-17	-0.81	-0.4	-3.0	-0.02	-4	-6
O=C(c1nc2nc(-c3ccc(Cl)cc3)cc(C(F)(F)F)n2n1)N1CCOCC1
  -5	-0.8	-2	1.3	0.6	-0.8	0.51	3	6
Cn1c(-c2cccc(Br)c2)cnc1NCc1cccnc1
  2	-0.2	9	-0.023	0.3	-0.8	-6.9*	-4	8
N#Cc1nc(-c2ccc(F)cc2)oc1NCc1ccccc1
  0	-0.6	3	0.14	0.0	-3.7	0.14	17	-11
COCCn1c(SCC(=O)N2CCCc3ccccc32)nc2ccccc2c1=O
  10	-0.5	7	-0.12	0.3	1.4	-1.9*	8	0
CN=C(c1ccco1)n1c(=S)nc(-c2ccco2)n(C)c1=S
  nt	-5.8	-1	-1.8	-0.3	1.4	0.18	7	nt
O=C(CN1C(=O)CCSc2ccccc21)Nc1ccc(F)cc1
  -4	-0.7	-6	2	-0.8	-3.6	0.0045	-2	-1
C=C(C)C1Cc2c(C)nn(-c3nc(C)cc(C)n3)c2C1 (configuration not stated)
  nt	-1.7	-1	0.82	0.4	0.8	0.22	-2	nt

# Some of these compounds in order of count of non-hydrogen atoms, rising:
# Sequence of screens: 5-HT1A blocker	S1P3 ag	S1P1 ag-PAM	M1 ag	HTR1E agonist	HTR1A agonist	M1 antagonist	HTR1E antagonist	Jurkat viability
N#CCCNCC1(c2ccccc2)CCCC1
  -3	0.2	-12	-0.085	-1.2	-1.7	0.42	-2	-6
CC(=O)Nc1ccc(Oc2nc(C)cc(C)n2)cc1
  -5	-0.9	-46	1.9	0.5	-1.7	0	-7	6
CCOc1ccccc1NC(=O)CSc1ccccc1
  2	nt	nt	0.68	-0.8	0.0	-0.7	0	nt
Cn1c(-c2cccc(Br)c2)cnc1NCc1cccnc1
  2	-0.2	9	-0.023	0.3	-0.8	-6.9*	-4	8
N#Cc1nc(-c2ccc(F)cc2)oc1NCc1ccccc1
  0	-0.6	3	0.14	0.0	-3.7	0.14	17	-11
CC(Oc1ccc2c(-c3ccccc3)cc(=O)oc2c1)C(=O)O (configuration not stated)
  0	-0.1	17	0.87	-0.1	-1.7	1.4	10	1
COc1ccc(F)cc1S(=O)(=O)NC(Cc1ccccc1)C(N)=O (configuration not stated)
  5	-1.3	-6	-0.72	0.0	-0.3	-0.019	0	-2
COc1ccc(OC)c(N(CC(=O)Nc2ccccc2)S(C)(=O)=O)c1
  11	-0.6	3	0.049	-0.3	-1.5	-0.007	-10	0
CCOc1ccc2nc(COC(=O)c3ccco3)c(C(C)=O)[n+]([O-])c2c1
  -3	-1.7	-16	1	0.8	13	0.09	1	-5
COc1ccc(-c2csc(N(CCCN(C)C)C(=O)c3cccs3)n2)cc1
  5	0.6	-7	27*	0.4	-2.6	-9.5*	-4	1
O=C(c1nc2nc(-c3ccc(Cl)cc3)cc(C(F)(F)F)n2n1)N1CCOCC1
  -5	-0.8	-2	1.3	0.6	-0.8	0.51	3	6
